# High-throughput results deposited in PubChem by several laboratories.
# M4 ag = agonists of human muscarinic M4 receptor (CHRM4) | AID 624127 | P08173 | activation, % at 3 µM | actives 0.14% (n = 360,000) | CHO-K1 hM4/Gqi5, Fluo-8 calcium fluorescence; vehicle 0%, full acetylcholine response 100%;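 active means activation above the run mean over all test wells plus 3 SD, cut at about 32% in these data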;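 further: peak over basal fluorescence ratio per well then scaled between controls; 0% = DMSO wells and 100% = acetylcholine at EC100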
# Target sequence (P08173 whole entry, looked up): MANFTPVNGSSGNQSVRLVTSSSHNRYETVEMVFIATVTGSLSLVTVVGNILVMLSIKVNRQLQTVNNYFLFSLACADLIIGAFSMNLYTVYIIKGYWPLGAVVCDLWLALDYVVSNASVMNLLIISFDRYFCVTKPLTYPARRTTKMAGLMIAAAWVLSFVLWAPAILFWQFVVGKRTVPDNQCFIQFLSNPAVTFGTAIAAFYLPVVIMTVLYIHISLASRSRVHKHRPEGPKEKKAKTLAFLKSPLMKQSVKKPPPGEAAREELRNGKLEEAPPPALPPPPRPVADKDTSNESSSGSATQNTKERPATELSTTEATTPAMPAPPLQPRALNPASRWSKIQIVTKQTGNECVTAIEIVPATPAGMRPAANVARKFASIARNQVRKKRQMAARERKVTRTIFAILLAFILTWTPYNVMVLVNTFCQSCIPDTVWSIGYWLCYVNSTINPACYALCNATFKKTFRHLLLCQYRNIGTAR
# M5 antag = blocks acetylcholine activation of human M5 receptor; inhibition, % at 3 µM; actives 0.59% (n = 360,000); P08912; AID 624040; CHO-hM5 cells, Fluo-8 calcium fluorescence, ACh EC80;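 active means inhibition above a per-plate cutoff, the mean of that plate's test compounds plus 3 SD, cut at about 27% in these data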;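 further: 0% = acetylcholine EC80 with DMSO and 100% = DMSO without agonist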
# Target sequence (P08912 whole entry, looked up): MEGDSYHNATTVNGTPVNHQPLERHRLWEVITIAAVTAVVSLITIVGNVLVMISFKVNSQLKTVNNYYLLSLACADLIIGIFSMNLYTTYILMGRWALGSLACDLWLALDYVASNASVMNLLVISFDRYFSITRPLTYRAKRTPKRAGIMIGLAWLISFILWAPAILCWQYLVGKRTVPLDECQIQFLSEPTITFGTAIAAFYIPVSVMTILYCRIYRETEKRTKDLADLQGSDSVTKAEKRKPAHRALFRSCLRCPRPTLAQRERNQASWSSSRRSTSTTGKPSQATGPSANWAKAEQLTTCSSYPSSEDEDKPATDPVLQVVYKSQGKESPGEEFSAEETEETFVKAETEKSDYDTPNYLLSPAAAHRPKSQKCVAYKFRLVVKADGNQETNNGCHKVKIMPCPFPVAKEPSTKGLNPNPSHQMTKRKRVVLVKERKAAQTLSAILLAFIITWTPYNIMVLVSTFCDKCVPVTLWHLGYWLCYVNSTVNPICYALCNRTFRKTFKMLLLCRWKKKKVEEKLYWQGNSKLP
# M5 PAM = CHRM5 positive allosteric modulation; actives 0.3% (n = 360,000); AID 624038; CHO-K1 hM5, Fluo-8 calcium, ACh EC20 PAM; 0% = ACh EC20, 100% = ACh EC100; activation, % at 3 µM;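 active means activation above the run cutoff, the mean activation of all test compounds plus 3 SD, cut at about 18% in these data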
#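 Assay system: CHO-K1 hM5 cells / Incubation: Fluo-8 loading 80 min at 37 °C plus 30 min room temperature / Technique: Fluo-8 calcium dye fluorescence, kinetic read / Repeats: single replicate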
# CHRM4 antagonist = antagonists of human muscarinic M4 receptor (CHRM4); CHO-hM4 cells, ACh EC80, Fluo-8 calcium fluorescence; P08173; inhibition, % at 3 µM; actives 0.73% (n = 360,000);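 active means inhibition above its plate's cutoff, the mean inhibition of sample wells plus 3 SD, cut at about 27% in these data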;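 further: 0% = acetylcholine EC80 with DMSO and 100% = DMSO without agonist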
# CRFBP-R2 agonist = agonists of human CRF-binding protein/CRF-R2 receptor complex; activation, % at 13.2 µM; actives 0.46% (n = 350,000); HEK293 CRF-R2/CRF-BP, calcium dye fluorescence (FLIPR); percent of saturating CRF peptide response;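 active means activation of at least 50%, plus an integration ratio under a set limit after plate pattern correction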;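 further: plate controls were neutral control wells without compound for no effect and CRF at EC100 for full effect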
# CHRM5 agonist = CHRM5 agonism in calcium assay | P08912 | CHO-K1 hM5 cells, Fluo-8 calcium fluorescence; 0% DMSO wells, 100% maximal acetylcholine response | activation, % at 3 µM | actives 0.19% (n = 360,000) | AID 624037;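 active means activation above the run's mean over test compounds plus 3 SD, cut at about 23% in these data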;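 further: signal is peak over basal fluorescence ratio across the kinetic read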
# IDE inh = cellular human IDE inhibition; P14735; HEK cells, FAbetaB cleavage, fluorescence polarization; inhibition, % at 5.59 µM; actives 0.41% (n = 320,000);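 active means percent inhibition above the average of all tested compounds plus 3 SD, set per screening campaign, cut at about 16% in these data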;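 further: IDE supplied by intact live HEK cells; FP after avidin binding of uncleaved biotin substrate so inhibition keeps polarization high; 0% = DMSO wells and 100% = 60 µM reference IDE inhibitor Ii1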
# CRFBP-R2 block = CRF-BP/CRF-R2 complex antagonism. AID 588475. HEK293 CRF-R2/CRF-BP, CRF-induced calcium fluorescence. actives 0.59% (n = 350,000). inhibition, % at 11.8 µM;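 active means inhibition of the ligand-induced calcium signal above about 50% at the single tested concentration, limit read from the data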
# M4 PAM = potentiates acetylcholine response at human M4 receptor | P08173 | CHO-K1 hM4/Gqi5, Fluo-8 calcium fluorescence, ACh EC20; 0% = ACh EC20, 100% = maximal ACh | activation, % at 3 µM | actives 0.4% (n = 360,000) | AID 624126;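 active means activation above its plate's cutoff, the mean activation of sample wells plus 3 SD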; further: some results filed as inactive read as strong as hits
# * = called active by the depositor; nt = not tested or not shown. An unsorted share of the library. About 2.9% of those tested had a hit in this group.
structure,M4 ag,M5 antag,M5 PAM,CHRM4 antagonist,CRFBP-R2 agonist,CHRM5 agonist,IDE inh,CRFBP-R2 block,M4 PAM
COc1ccc([N+](=O)[O-])c(C=CC(=O)c2ccccn2)c1,4,-2,-5,-13,0.2,-1,nt,-12,7
CCc1cc(OCCN(C)C)ccc1Cl,0,-3,4,-7,2.6,-2,1,-37,-2
CC(OC(=O)c1cc(S(=O)(=O)N2CCOCC2)ccc1F)C(=O)NCC1CCCCC1 (configuration not stated),2,4,6,1,-0.3,0,-1,-7,-1
C[C@H](CO)N1C[C@H](C)[C@@H](CN(C)S(=O)(=O)c2ccc(F)cc2)Oc2ccc(NS(=O)(=O)c3cccs3)cc2C1=O,-1,17,3,-4,-1.1,-2,4,-3,13
COc1cc(C)ccc1OCc1cc(C(=O)N2CCN(C3CCCCC3)CC2)no1,3,9,2,-5,0.1,-9,5,-7,0
CCc1nc(SCC(=O)O)c(C#N)cc1C,0,-6,3,-6,-1.3,3,-3,-5,4
COc1ccc(-c2[nH]c(-c3ccc(F)cc3)nc2SCC(=O)NCc2ccco2)cc1OC,8,5,-7,5,-2.5,1,2,14,-8
COc1ccc(CCNC(=O)COC(=O)c2ccc(Br)o2)cc1,0,-8,7,11,0.8,-5,6,6,0
NS(=O)(=O)c1ccc(CNC(=O)CCS(=O)(=O)Cc2ccccc2)cc1,1,-4,5,-12,3.0,-3,1,-12,11
CCCNC(=O)C1(C)CCN1C(=O)c1cc(C)n(C)n1 (configuration not stated),1,-2,3,-14,nt,-1,nt,nt,2
COc1ccc(NC(=O)C2CCCN2S(=O)(=O)c2ccc3c(c2)CCC(=O)N3)cc1Cl (configuration not stated),1,1,-2,4,-1.4,-2,-1,10,-2
O=S(=O)(c1ccccc1)c1nc(-c2cccs2)oc1NCC1CCCO1 (configuration not stated),0,1,-6,9,0.6,-3,0,15,-4
CC(Oc1ccc2c3c(c(=O)oc2c1)CCCC3)C(=O)NCCCn1ccnc1 (configuration not stated),1,1,-4,1,-1.0,-5,7,-5,0
CC1(C)CC(=O)C2=C(C1)OC1=C(C2)C(=O)CC(C)(C)C1,1,-1,1,-3,0.1,0,7,26,-2
O=C(COC(=O)CCNS(=O)(=O)c1ccccc1F)Nc1nnc(-c2ccccc2)o1,3,8,0,2,-2.0,3,1,4,5
Cc1ccc(S(=O)(=O)NC(CC(C)C)C(=O)N2CCOCCOCCOCC2)cc1 (configuration not stated),2,16,-3,-5,1.4,-3,2,-13,5
c1ccn(-c2ncnc3sc4c(c23)CCCC4)c1,0,-1,-1,9,-1.4,-7,4,-2,2
CC(=O)c1cc2c(C)cc(=O)oc2cc1O,0,-8,5,-4,-0.8,1,6,3,-1
CC(C)(C)NC(=O)NC(=O)CN1CCN(S(=O)(=O)/C=C/c2ccccc2)CC1,1,4,-1,-1,-0.3,0,1,-4,-5
Cc1ccc(NC(=S)N2CCOCC2)c(C)c1,1,2,3,17,0.8,0,-2,-18,1
O=C(C1CCCN(CCCc2ccccc2)C1)N1CCCCC1 (configuration not stated),1,10,-13,4,-1.2,-9,4,1,-8
CC(C)(C)OC(=O)N1CCC(NC(=O)c2[nH]cnc2C(=O)Nc2ccc(Br)cc2F)CC1,0,4,-3,-10,2.6,1,nt,-1,1
COc1ccc(NC(=O)C2CCCN2S(=O)(=O)c2cccc3cccnc23)cc1OC (configuration not stated),3,-4,-4,-16,0.0,-1,-5,-4,10
Cc1cccc(Nc2n[nH]c(C)c2[N+](=O)[O-])c1,3,8,-5,-4,-1.7,1,-5,-9,6
COc1ccc(NC(=O)c2ccc(OCc3c(C)noc3C)c(OC)c2)cn1,5,2,0,10,2.8,2,-2,0,9

# In a second layout: 2 of the compounds above
# Results follow in this order: M4 ag | M5 antag | M5 PAM | CHRM4 antagonist | CRFBP-R2 agonist | CHRM5 agonist | IDE inh | CRFBP-R2 block | M4 PAM
- COc1ccc(-c2[nH]c(-c3ccc(F)cc3)nc2SCC(=O)NCc2ccco2)cc1OC
→ 8 | 5 | -7 | 5 | -2.5 | 1 | 2 | 14 | -8
- CCCNC(=O)C1(C)CCN1C(=O)c1cc(C)n(C)n1 (configuration not stated)
→ 1 | -2 | 3 | -14 | nt | -1 | nt | nt | 2

# Other compounds:
structure,M4 ag,M5 antag,M5 PAM,CHRM4 antagonist,CRFBP-R2 agonist,CHRM5 agonist,IDE inh,CRFBP-R2 block,M4 PAM
CCOc1ncccc1C(=O)OCc1c(F)cccc1Cl,-2,-3,7,-4,-0.9,-5,6,11,-3
O=C(NC1CC2CCCC(C1)N2C(=S)Nc1ccccc1Cl)C1CC1 (configuration not stated),0,6,-4,7,-1.3,-6,-4,8,-10
COc1nc(NCc2cccnc2)nc(OC)n1,0,-4,5,21,-0.9,0,-4,-34,-1
Cc1cc(C(=O)NNC(=S)Nc2cccc(C(F)(F)F)c2)nn1C,1,16,-3,-1,0.4,-1,-3,-7,1
CCOc1ccc(NC(=O)NN2C(C)CCCC2C)cc1 (configuration not stated),1,-6,0,-10,11,-3,nt,-22,-1
Cc1cccc(C)c1-n1nnnc1C(c1ccnc2ccccc12)N1CCN(C/C=C/c2ccccc2)CC1 (configuration not stated),0,5,2,-12,nt,-5,nt,nt,-4
COc1ccc(-c2onc(C)c2-c2ccccc2)c(O)c1,5,3,-3,10,-0.7,7,6,16,-6
Cc1ccc(NS(=O)(=O)c2c(C(=O)N3CCOCC3)c(C)n(C)c2C)cc1C,0,11,-4,8,-0.3,-5,2,-17,0
O=c1cc(N2CCCCC2)c(-c2ccccc2)nn1Cc1ccc(F)cc1,0,9,0,-10,2.0,-4,2,-6,-1
Cc1cc(N2CCN(C(C(=O)NC3CCCC3)c3ccc(-c4ccccc4)cc3)CC2)c2ccccc2n1 (configuration not stated),1,8,-9,-7,nt,-5,nt,nt,-2
CC(=O)/C(=N/Nc1ccccc1Cl)Sc1nnc(C(O)c2ccccc2)n1-c1ccccc1 (configuration not stated),1,6,0,14,-0.5,0,-1,-24,2
CC(C)CC(NC(=O)C1CCCCC1)C(=O)NC(C)c1ccccc1 (configuration not stated),0,6,1,-5,0.7,-4,9,-2,11
O=C(/C=C/c1ccc(Br)o1)NCCCN1CCOCC1,2,1,4,-7,1.8,4,-2,15,-1
O=C(Oc1ccccc1)c1cccc(N2C(=O)CCC2=O)c1,1,-6,6,5,-1.4,4,4,19,6
O=C1CCc2cc(S(=O)(=O)N3CCCCC3)cc3c2N1CC3,0,-7,14,9,0.0,2,10,6,1
Cc1ccc(S(=O)(=O)NC(CC(C)C)C(=O)NCc2ccco2)cc1 (configuration not stated),1,2,2,6,-0.1,-1,2,3,0
Oc1ccc(Cl)cc1C=NN1CCCCCC1,1,6,-1,-7,0.5,2,nt,-11,4
CCCc1cc(=O)[nH]c(SCC(=O)N2CCN(S(=O)(=O)c3ccc4ccccc4c3)CC2)n1,0,7,-2,2,-2.9,-1,0,8,2
COc1ccc(Cl)cc1N(C(C)C(=O)NC1CCCC1)S(C)(=O)=O (configuration not stated),1,6,-4,1,1.9,-5,-3,21,-1
CN(C)S(=O)(=O)c1ccc(Cl)c(NC(=O)CN2C(=O)NC(C)(C3CC3)C2=O)c1 (configuration not stated),1,-6,14,5,0.7,-1,1,4,-3
COc1ccc(OC)c(NC(=O)COC(=O)/C=C/c2c(C)nn(C3CCS(=O)(=O)C3)c2Cl)c1 (configuration not stated),6,3,-13,-4,-3.6,3,-4,13,-8
C=Cc1cc2c(cc1O)CCC1C2CCC2(C)C(O)CCC12 (configuration not stated),10,9,-13,2,-2.6,-6,nt,-10,-4
Nc1ccc(Sc2nnnn2-c2ccccc2)c(Cl)c1,0,-3,-5,1,0.9,-4,1,35,-4
Nc1oc2ccccc2c(=O)c1C=O,0,1,3,3,-1.4,-2,3,8,3
CCOc1nc(OCC)c2[nH]c(C(=O)O)c(Br)c2n1,2,12,4,-11,-3.8,2,nt,15,9

# An excerpt from above, limited to CRFBP-R2 block and CRFBP-R2 agonist.
smiles	CRFBP-R2 block	CRFBP-R2 agonist
O=C(NC1CC2CCCC(C1)N2C(=S)Nc1ccccc1Cl)C1CC1 (configuration not stated)	8	-1.3
COc1ccc(-c2onc(C)c2-c2ccccc2)c(O)c1	16	-0.7
CN(C)S(=O)(=O)c1ccc(Cl)c(NC(=O)CN2C(=O)NC(C)(C3CC3)C2=O)c1 (configuration not stated)	4	0.7
Cc1ccc(NS(=O)(=O)c2c(C(=O)N3CCOCC3)c(C)n(C)c2C)cc1C	-17	-0.3

# Other structures:
structure,M4 ag,M5 antag,M5 PAM,CHRM4 antagonist,CRFBP-R2 agonist,CHRM5 agonist,IDE inh,CRFBP-R2 block,M4 PAM
Cc1cccc(NC(=O)C2CCN(S(=O)(=O)c3c(C)c(C)cc(C)c3C)CC2)n1,11,12,-11,5,5.7,-4,3,-7,-11
CCc1cc(=O)[nH]c(SCC(=O)N2CCCC2)n1,1,10,-5,4,3.0,2,-4,25,4
CC(=O)Nc1ccc(S(=O)(=O)N2CCN(c3cc(C)nc4ccccc34)CC2)cc1,1,12,-6,8,-1.4,-6,2,4,-5
CC(C)C(NC(=O)C1CCCCC1)C(=O)NCCc1ccccc1 (configuration not stated),1,-4,0,-1,-1.6,-1,3,-20,-8
Nc1nonc1-c1noc(N2CCCCC2)n1,0,4,-6,8,-2.5,-11,-2,12,2
Cc1ccc(CN2CCSc3ccc(C(=O)N4CCOCC4)cc32)cc1,3,-9,1,0,0.4,-2,2,7,0
O=C(CSc1n[nH]c(=O)n1Cc1ccco1)Nc1ccccc1,0,0,8,-8,-0.9,7,-1,12,-1
COc1ccc(NC(=O)C[C@H]2C(=O)N(c3ccc(OC)cc3)C[C@@H]2C)cc1,7,1,-2,-15,1.7,6,nt,-29,2
CC(NC(=O)c1ccncc1)C(C)(C)C (configuration not stated),1,-3,3,7,-0.6,-1,-1,-9,5
COc1cccc(CNS(=O)(=O)c2ccc3c(c2)CC(C)N3C(C)=O)c1 (configuration not stated),6,9,-3,6,-0.6,0,7,-14,-7
COC(=O)c1ccc(CNS(=O)(=O)c2ccc3ccccc3c2)cc1,2,3,-3,3,-0.6,-1,3,3,-3
N#Cc1nnn(-c2cc(Cl)cc(Cl)c2)c1N,0,8,3,-2,0.4,3,3,-18,1
COc1cc(C(=S)N2CCCC2)cc(OC)c1OC,3,2,-10,-2,-1.1,0,1,-3,13
COC(=O)c1scc(C)c1NC(=O)C(Cl)c1ccccc1 (configuration not stated),1,6,-4,2,1.7,-2,3,-2,3
CN(Cc1ccc(Cl)cc1)C(=O)CNC(=O)C12CC3CC(CC(C3)C1)C2,4,1,5,-4,0.4,-1,0,-15,12
NC(=O)c1ccsc1NC(=O)c1ccc2c(c1)CCCC2,3,5,-11,0,0.3,1,1,4,0
CN1CCN(c2ccc([N+](=O)[O-])cc2C(=O)Nc2ccccc2)CC1,1,6,10,-2,2.1,0,0,5,0
Cn1c(CSCc2ccc(Cl)c(Cl)c2)nnc1SCC(=O)Nc1nccs1,4,-1,1,-5,2.0,2,6,-26,-4
Cc1cc(C)n(-c2nc3c(c(=O)n(C)c(=O)n3C)n2CCO)n1,0,7,8,1,-0.9,1,1,-3,6
c1ccc(CCNCCOc2ccccc2)cc1,1,2,5,-5,-0.3,-8,-2,12,3
O=C(COC(=O)COc1ccccc1)Nc1ncc([N+](=O)[O-])s1,2,5,-3,7,23,2,3,31,-4
CN(C(=O)CSc1nnc2n1CCCCC2)C1(C#N)CCCCC1,1,17,1,-9,3.5,-2,6,4,2
